# Assay outcomes as filed in PubChem BioAssay.
# Cneo AK release = Cryptococcus neoformans cell lysis inducers, primary screen, AK release luminescence, single concentration; C. neoformans lysis, adenylate kinase release luminescence, 4 h; normalised: neutral wells 0, clomiphene wells 100; lysis activity, % at 15 µM; 360,000 compounds, 0.2% hits;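 active means mean lysis activity across replicates of at least 80%, whatever share of replicates individually reach that level; inactive means mean lysis activity below 80%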
#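 Material: C. neoformans cells; Schedule: 4 h static compound exposure, 37 °C, read 1 h post-reagent; Measured by: adenylate kinase release luminescence; Read-out: signal increase indicating cell lysis; Controls: Clomiphene as positive lysis control.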
# CFTR F508del cor = F508del CFTR correction, initial screen, CFBE line, single point; CFBE cells, YFP halide quenching; stimulated with forskolin plus potentiator P3; % fluorescence drop versus neutral controls; activity (quench increase), % at 7.58 µM; 350,000 compounds, 0.36% hits; AID 720511, 2013;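 active means mean added fluorescence quench of at least 8% versus neutral control, with both replicates also reaching 8%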;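 further: cells transiently co-express mutant CFTR-F508del with the halide-sensitive YFP; corrector assay measuring rescue of mutant channel to the surface after 24 h compound exposure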
# PGC1a acetyl inh = inhibitors of PGC1a acetylation signal, primary screen, cell-based, U2OS, AlphaScreen, inhibitor mode | AlphaScreen anti-acetyl-lysine; with virally co-expressed GCN5 acetyltransferase | inhibition, % at 15.6 µM | 350,000 compounds, 0.17% hits | AID 651687, 2012;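 active means every replicate shows inhibition of at least 40%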;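 further: 0% = neutral control wells and 100% = positive control wells; some results beyond the cut were filed as inactive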
# C2C12 statin = suppressors of statin myotoxicity in C2C12 myotubes, primary screen, cell-based, single point, plate reader; C2C12 myotubes + simvastatin, ATP luminescence, 48 h; scaled: DMSO 0, geranylgeraniol control 100; 330,000 compounds, 0.78% hits; rescue of ATP level, % at 7.49 µM; AID 602340, 2012;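 active means mean ATP rescue above about 67%, or every replicate alone reaching that limit, limit read from the data, passing the limit was not always enough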;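 further: myotubes were challenged with 10 µM simvastatin during compound exposure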
# INS-1E GSIS act = GLuc luminescence reporter in INS-1E cells, primary screen for activators of glucose-dependent secretion of insulin; 370,000 compounds, 0.61% hits; AID 743287, 2014; activation, % at 16.6 µM; INS-1E GLuc reporter insulin secretion, 2-3 h;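 active means lowest replicate activation of at least 40%, so every replicate reaches that level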;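 further: 0% = median of neutral control wells and 100% = median of IBMX positive control wells; some compounds called inactive have numbers as strong as hits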
# PglD inh = C. jejuni PglD acetyltransferase inhibitors, primary screen, biochemical, DTNB colorimetric, single point. UDP-N-acetylbacillosamine N-acetyltransferase PglD (Campylobacter jejuni). purified PglD enzyme, DTNB colorimetric CoA detection. inhibition, % at 12.5 µM. 360,000 compounds, 0.098% hits. AID 602405, 2012; in the data active means inhibition above about 16%, passing the limit was not always enough; further: strong numbers were not always called active
# miR122 inh = miR-122 Renilla sensor signal increase in Huh7, primary screen, miR-122 inhibitor project, cell-based, single point, plate reader. AID 602342, 2012. Huh7 miR-122 Renilla luciferase sensor, 48 h; neutral wells = 0, positive control = 100. 340,000 compounds, 0.3% hits. activation (reporter increase), % at 12.5 µM;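 active means mean replicate activation score at least 90 and every replicate individually at or above 90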;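 further: higher luciferase means less miR-122 activity so hits act as miR-122 inhibitors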
# FN deposit inh = inhibitors of fibronectin matrix deposition, primary screen, AH1F cells, Alexa488-fibronectin fluorescence, plate reader; inhibition, % at 12.6 µM; AH1F fibroblasts, overnight; 350,000 compounds, 0.086% hits;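 active means mean inhibition across replicates of 30% or more, regardless of how many single replicates reach that level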;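 further: positive control wells lacked labelled fibronectin entirely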
#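 Assay system: AH1F fibroblast monolayer, labelled fibronectin deposition. Amount: 10000 cells per well. Also added: labelled fibronectin 24 nM. Compound: single-point pinned compound. Incubation: cell attachment 1 h, compound and FN exposure overnight. Detection: fluorescence after three HBSS washes, excitation 485 nm, emission 525 nm. Read-out: inhibition of fibronectin deposition signal.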
# Active calls of the source: *; . = no result given; [ ] = another dose, or the depositor's remark. Hits appear at their usual frequency. Share with any hit: about 2.1%.
SMILES,Cneo AK release,CFTR F508del cor,PGC1a acetyl inh,C2C12 statin,INS-1E GSIS act,PglD inh,miR122 inh,FN deposit inh
O=C1NC(=O)C2(CCCCCC2)N1,2,2.2,10,2,.,2,.,0
Cc1[nH]nc2c1C(=O)CCC2,3,.,1,-6,9,8,0,.
Cc1ccc(C(=O)Oc2ccc(/C=C3\C(=N)N4N=C(N5CCOCC5)SC4=NC3=O)cc2)cc1,-3,1.1,.,7,6,-2,.,-1
Cc1cc(CNC(=O)C2(C(F)(F)F)CC(CCCO)CCCO2)nn1C (stereo not drawn),1,2.1,.,-7,.,0,.,0
CN(C)CC#Cc1ccc([C@H]2[C@@H](CO)N3CCCCN(C(=O)c4ccc5c(c4)OCO5)C[C@@H]23)cc1,0,0.7,5,-27,8,-1,-3[16.7 µM],.
NNC(=S)NCc1ccccc1,.,-0.7,10,.,-5,.,.,3
C1CCN(c2nc(N3CCCCC3)nc(N3CCNCC3)n2)CC1,3,.,-4,3,.,5,-1,.
CC(C)n1nc(C(=O)OCC(=O)NCCc2ccc(S(N)(=O)=O)cc2)c2ccccc2c1=O,0,2.3,10,3,12,-4,-10,5
CCCNC(=O)Nc1ccc2c(c1)OC[C@H](C)N(C(=O)C1CCC1)C[C@H](C)[C@H](OC)CN(C)C2=O,0,-2.6,.,-10,10,3,-2[16.7 µM],-1
COc1ccc(-c2csc(NC(C)c3nc4cc(Cl)c(Cl)cc4n3CCOCCO)n2)cc1 (stereo not drawn),-2,-1.1,-9,4,-31,-5,-2,4
Cc1ccc(CSc2nc3ccccc3c(=O)n2Cc2ccco2)cc1,0,.,-11,36,.,-2,-5,-2
CN(C)C(=O)c1ccc(NC(=O)COC(=O)C2(c3ccccc3)CCCC2)cc1,3,-1.2,.,4,-15,-5,.,6
CCOC(=O)c1sc(=S)n(C)c1NC(=O)c1ccccc1,-3,.,.,.,9,14,-7,6
CC(C)c1ccc(NS(=O)(=O)c2ccc3c(c2)NC(=O)CO3)cc1,-2,-0.5,-10,1,-3,2,12,-6
CC(C)OP(=O)(OC(C)C)C(O)c1cccc([N+](=O)[O-])c1 (stereo not drawn),.,1.4,-1,.,19,.,.,-10
CCOC(=O)C1(C)CCCN(C(=O)c2snnc2C)C1 (stereo not drawn),1,-4.3,.,-8,4,7,3,-7
CC(=O)Nc1nc2ccc(C(=O)NC3CCCCC3)cc2s1,2,.,-12,.,3,0,11,.
CC(C)c1ccccc1NC(=O)CNCCOc1ccccc1F,2,0.0,1,4,0,2,.,4
Cc1cnc(NC(=O)c2cccc(S(=O)(=O)N3CCOCC3)c2)s1,1,-0.3,-6,5,9,-2,1,3
COc1ccc(S(=O)(=O)Nc2cc3c4c(c2)CCC(=O)N4CCC3)cc1,0,2.3,.,11,3,2,26,3
CCOC(=O)C1CCCN(C(=O)/C=C/c2ccccc2)CC1 (stereo not drawn),-1,-5.4,-1,0,11,0,-2,9
CN(C(=O)COc1ncnc2ccccc12)C1CCCCC1,1,0.2,7,-1,25,4,0,1
c1ccc2c(c1)Nc1cc3ccccc3cc1S2,.,0.5,8,.,15,.,.,-8
O=C(CCc1ccccc1)NC(=S)Nc1cccc(C(=O)O)c1,3,-0.7,.,-1,-2,-2,3,-4
COc1ccc(-c2cc(=O)oc3cc(OC(C)C(=O)O)ccc23)cc1 (stereo not drawn),-4,.,4,0,.,-3,-5,-5
SMILES,Cneo AK release,CFTR F508del cor,PGC1a acetyl inh,C2C12 statin,INS-1E GSIS act,PglD inh,miR122 inh,FN deposit inh
CCCOc1ccc(N2C(=O)CC(N(Cc3ccccc3)N=O)C2=O)cc1 (stereo not drawn),1,1.1,21,5,-38,-3,-3,-3
CC(C)CC#Cc1ccc2c(c1)O[C@H](CN(C)S(=O)(=O)c1cccc(F)c1)[C@H](C)CN([C@@H](C)CO)S2(=O)=O,-1,3.7,-7,-10,-18,-2,19[16.7 µM],.
CC(C)COC(=O)n1ccc(C(=O)N2CCCCC2)n1,0,.,-3,-1,6,0,-4,.
CCn1c(Cn2nnc(-c3ccccc3)n2)nnc1SCC(=O)Nc1ccc(N(C)C)cc1,-8,.,-5,-24,-3,4,.,.
O=C(CN1CCN(S(=O)(=O)c2ccc(Br)cc2)CC1)Nc1ccc(F)cc1,0,.,-12,.,.,9,-5,.
OCCNc1nc(Cl)nc(NCc2ccco2)n1,-1,0.5,-1,-5,25,-199,-10,3
COc1ccc(/C=C/c2ccc(=O)n(Cc3ccccc3)n2)cc1,.,3.3,1,.,5,.,.,1
CCN(CC(=O)Nc1ccc2c(c1)OCCO2)C(=O)/C=C/c1cccc(Br)c1,-1,0.5,.,-1,-22,0,-4,0
CCN(CC(=O)Nc1ccc(OC)cc1)C(=O)c1ccc2c(=O)n3c(nc2c1)CCC3,0,0.6,2,0,9,3,5,0
NNC(=O)c1cc(NS(=O)(=O)c2cccs2)cc(NS(=O)(=O)c2cccs2)c1,1,-2.8,12,6,-2,-2,-5,-31
COc1cccc(C(=O)OCC(=O)Nc2cc(C)c(C)cc2[N+](=O)[O-])c1,.,-0.7,-2,.,2,.,.,-23
C[C@@H](O)C#Cc1ccc([C@H]2[C@H](CO)N3CCCCN(S(=O)(=O)c4ccccc4)C[C@@H]23)cc1,0,0.4,3,.,8,-1,14[16.7 µM],.
O=C(Nc1ccc(N=Nc2ccccc2)cc1)c1cccc(Cl)c1,-1,.,0,-8,3,-9,0,6
Cc1ncc([N+](=O)[O-])n1CC(=O)NC1CCCCCC1,.,-1.4,6,.,-2,.,.,4
COc1ccc(CNC(=O)C23CN(Cc4ccccc4)CC2C(c2ccc([N+](=O)[O-])cc2)=NO3)cc1 (stereo not drawn),1,3.1,.,37,1,-2,.,3
COc1ccc(CN(C(=O)c2ccc(C)cc2)c2cccc(N)c2)cc1,-1,0.0,-2,-2,-1,-1,19,-11
Cc1cc(C(=O)NCc2ccc3c(c2)OCO3)n(-c2ccccc2)n1,4,-1.6,1,6,.,2,0,-4
COCCNC(=O)CN1C(=O)CSc2cc(S(=O)(=O)N3CCCCCC3)ccc21,-2,-3.4,-2,-1,15,6,2,-7
C[C@H]1CN([C@@H](C)CO)C(=O)c2cc(NS(=O)(=O)c3ccc(F)cc3)ccc2O[C@H]1CN(C)C(=O)Nc1ccc(F)cc1,-2,1.8,3,-4,1,-3,-4[16.7 µM],.
CC(=O)OC1CCC2(C)C3=CCC4(C)C(C(C)=O)=CCC4C3CCC2C1 (stereo not drawn),-2,-1.9,0,-4,.,0,6,6
CC(C)NC(=O)Nc1ccc2c(c1)C(=O)N([C@H](C)CO)C[C@@H](C)[C@@H](CN(C)Cc1ccccc1)O2,-2,0.1,-6,11,6,0,1[16.7 µM],.
Cn1nccc1CNC(=O)c1ccnn1C,.,.,0,.,0,11,-1,3
COc1ccc2c(c1)c(=O)oc1cc(OCC(=O)N3CCC(C)CC3)ccc12,0,.,.,-56,.,2,-9,.
CCCN(C)C[C@@H]1OCCCC[C@@H](C)Oc2ccc(NC(=O)NC(C)C)cc2C(=O)N([C@@H](C)CO)C[C@@H]1C,0,-2.3,1,.,0,3,-3[16.7 µM],-1
CCOc1ccc(-n2c(SCC(=O)Nc3cc(C)on3)nc3c([nH]c4ccccc43)c2=O)cc1,2,5.0,-28,-3,8,-2,-7,3

# Four of the compounds above, bar-delimited:
structure | Cneo AK release | CFTR F508del cor | PGC1a acetyl inh | C2C12 statin | INS-1E GSIS act | PglD inh | miR122 inh | FN deposit inh
COc1ccc(S(=O)(=O)Nc2cc3c4c(c2)CCC(=O)N4CCC3)cc1 | 0 | 2.3 | . | 11 | 3 | 2 | 26 | 3
CCOC(=O)C1CCCN(C(=O)/C=C/c2ccccc2)CC1 (stereo not drawn) | -1 | -5.4 | -1 | 0 | 11 | 0 | -2 | 9
CN(C(=O)COc1ncnc2ccccc12)C1CCCCC1 | 1 | 0.2 | 7 | -1 | 25 | 4 | 0 | 1
c1ccc2c(c1)Nc1cc3ccccc3cc1S2 | . | 0.5 | 8 | . | 15 | . | . | -8

# An excerpt of these results, with values under each structure.
# Results follow in this order: Cneo AK release, CFTR F508del cor, PGC1a acetyl inh, C2C12 statin, INS-1E GSIS act, PglD inh, miR122 inh, FN deposit inh
> C[C@H]1CN([C@@H](C)CO)C(=O)c2cc(NS(=O)(=O)c3ccc(F)cc3)ccc2O[C@H]1CN(C)C(=O)Nc1ccc(F)cc1
    -2, 1.8, 3, -4, 1, -3, -4[16.7 µM], .
> CC(=O)OC1CCC2(C)C3=CCC4(C)C(C(C)=O)=CCC4C3CCC2C1 (stereo not drawn)
    -2, -1.9, 0, -4, ., 0, 6, 6

# Next part:
SMILES,Cneo AK release,CFTR F508del cor,PGC1a acetyl inh,C2C12 statin,INS-1E GSIS act,PglD inh,miR122 inh,FN deposit inh
COc1ccccc1Cn1[nH]nnc1=S,2,-0.6,4,1,.,3,.,-3
COc1cccc(Nc2nc(C)nc3c2oc2ccccc23)c1,0,6.1,-1,2,20,-1,2,0
CO[C@H]1CN(C)C(=O)c2ccc(NC(=O)c3ccc4c(c3)OCO4)cc2OC[C@@H](C)NC[C@@H]1C,8,2.2,-1,-2,3,5,.,-9
Cc1cc(C(=O)N2CCCC2(C)C(=O)O)c(C)o1 (stereo not drawn),-1,0.7,13,23,-2,3,-1,11
CCCCC(=O)N1CCCC(c2nc(-c3cccc(OC)c3)no2)C1 (stereo not drawn),0,-0.3,.,23,11,-3,8,-5
O=C(COC(=O)COc1ccc(Cl)cc1)NC1CC1,0,-0.8,3,8,29,-4,5,2
Cc1onc(C(=O)Nc2sc3c(c2C#N)CCCC3)c1[N+](=O)[O-],.,0.6,10,.,-24,.,.,2
COc1cc(NS(=O)(=O)c2ccc(NC(=O)C34CC5CC(CC(C5)C3)C4)cc2)ncn1,-1,.,9,-29,.,2,-12,.
NS(=O)(=O)c1ccc(NS(=O)(=O)c2ccc3c(c2)OCCO3)cc1,-4,2.6,.,-1,4,-1,.,2
Cc1ccc(NC(=S)NC2CCCC2)c(C)c1,5,-0.9,-22,4,-4,10,7,6
O=C(CN1CCN(c2cccc(Cl)c2)CC1)c1ccc(O)cc1O,-2,-0.5,1,12,0,-5,-2,2
CCCCc1nc2sc3c(=O)[nH]c(=S)[nH]c3c2c2c1CCC2,-2,-0.2,7,23,5,2,5,1
COc1cc2nc(CN3CCN(S(=O)(=O)c4cc(C)ccc4C)CC3)[nH]c(=O)c2cc1OC,1,-2.7,10,-1,-14,1,-2,-6
CC(=O)n1c(=O)oc2ccccc21,10,-2.0,5,-5,22,-1,-6,5
Cc1ccc(C(=O)OCC(=O)N2C(C)CCCC2C)s1 (stereo not drawn),0,-0.7,-2,-5,0,-2,2,2
O=C1NCC(Nc2ccccc2Cl)C(=O)N1 (stereo not drawn),0,3.3,2,3,18,-4,1,-8
Cc1ccc(CN2C(=O)CC(Nc3ccc(N4CCOCC4)cc3)C2=O)cc1 (stereo not drawn),5,-5.9,0,0,2,4,-2,-12
c1ccc(OCCCn2nnc(-c3ccc(N4CCOCC4)cc3)n2)cc1,3,0.2,12,31,-9,-8,-1,.
CCCC(=O)Nc1ccc2c(c1)C(=O)N(C)[C@@H]1CC[C@@H](CC(=O)Nc3ccccc3)O[C@@H]1CO2,44,-0.1,2,11,-2,1,-2[16.7 µM],-3
